# M4 ag: CHRM4 agonism in calcium assay; P08173; CHO-K1 hM4/Gqi5, Fluo-8 calcium fluorescence; vehicle 0%, full acetylcholine response 100%; activation, % at 3 µM; hit rate 0.14% among 360,000;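 active means activation above the run mean over all test wells plus 3 SD, cut at about 32% in these data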;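 further: peak over basal fluorescence ratio per well then scaled between controls; 0% = DMSO wells and 100% = acetylcholine at EC100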
# M4 antag: blocks acetylcholine activation of human M4 receptor; CHO-hM4 cells, ACh EC80, Fluo-8 calcium fluorescence; inhibition, % at 3 µM; hit rate 0.73% among 360,000; AID 624125;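 active means inhibition above its plate's cutoff, the mean inhibition of sample wells plus 3 SD, cut at about 27% in these data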;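 further: 0% = acetylcholine EC80 with DMSO and 100% = DMSO without agonist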
# CHRM5 PAM: positive allosteric modulators of human muscarinic M5 receptor. CHO-K1 hM5, Fluo-8 calcium, ACh EC20 PAM; 0% = ACh EC20, 100% = ACh EC100. P08912. activation, % at 3 µM. hit rate 0.3% among 360,000;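 active means activation above the run cutoff, the mean activation of all test compounds plus 3 SD, cut at about 18% in these data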
#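 Measured by: Fluo-8 calcium fluorescence; material: human M5 receptor in CHO-K1 cells; schedule: Post-acetylcholine fluorescence recording 140 s; benchmarks: low control EC20 acetylcholine (0%), high control EC100 acetylcholine (100%); read-out: Max/basal fluorescence ratio as % of EC20–EC100 ACh window; compound: single dose, 3 µM nominal final test concentration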
# M5 ag: CHRM5 agonism in calcium assay. P08912. CHO-K1 hM5 cells, Fluo-8 calcium fluorescence; 0% DMSO wells, 100% maximal acetylcholine response. activation, % at 3 µM. hit rate 0.19% among 360,000;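 active means activation above the run's mean over test compounds plus 3 SD, cut at about 23% in these data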;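 further: signal is peak over basal fluorescence ratio across the kinetic read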
# CRFBP-R2 agonist: agonists of human CRF-binding protein/CRF-R2 receptor complex | HEK293 CRF-R2/CRF-BP, calcium dye fluorescence (FLIPR); percent of saturating CRF peptide response | activation, % at 13.2 µM | hit rate 0.46% among 350,000 | AID 588473;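 active means activation of at least 50%, plus an integration ratio under a set limit after plate pattern correction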;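 further: plate controls were neutral control wells without compound for no effect and CRF at EC100 for full effect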
# CHRM5 antagonist: CHRM5 antagonism in calcium assay. hit rate 0.59% among 360,000. CHO-hM5 cells, Fluo-8 calcium fluorescence, ACh EC80. inhibition, % at 3 µM. AID 624040;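 active means inhibition above a per-plate cutoff, the mean of that plate's test compounds plus 3 SD, cut at about 27% in these data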;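 further: 0% = acetylcholine EC80 with DMSO and 100% = DMSO without agonist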
# CRFBP-R2 block: antagonists of CRF-binding protein/CRF-R2 receptor complex. HEK293 CRF-R2/CRF-BP, CRF-induced calcium fluorescence. inhibition, % at 11.8 µM. hit rate 0.59% among 350,000;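 active means inhibition of the ligand-induced calcium signal above about 50% at the single tested concentration, limit read from the data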
# CHRM4 PAM: positive allosteric modulators of human muscarinic M4 receptor. P08173. CHO-K1 hM4/Gqi5, Fluo-8 calcium fluorescence, ACh EC20; 0% = ACh EC20, 100% = maximal ACh. activation, % at 3 µM. hit rate 0.4% among 360,000;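 active means activation above its plate's cutoff, the mean activation of sample wells plus 3 SD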; further: some results filed as inactive read as strong as hits
# IDE cell inh: inhibitors of human insulin-degrading enzyme in cells. HEK cells, FAbetaB cleavage, fluorescence polarization. inhibition, % at 5.59 µM. hit rate 0.41% among 320,000. AID 434962;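 active means percent inhibition above the average of all tested compounds plus 3 SD, set per screening campaign, cut at about 16% in these data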;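 further: IDE supplied by intact live HEK cells; FP after avidin binding of uncleaved biotin substrate so inhibition keeps polarization high; 0% = DMSO wells and 100% = 60 µM reference IDE inhibitor Ii1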
# Target sequence (P14735 whole entry, looked up): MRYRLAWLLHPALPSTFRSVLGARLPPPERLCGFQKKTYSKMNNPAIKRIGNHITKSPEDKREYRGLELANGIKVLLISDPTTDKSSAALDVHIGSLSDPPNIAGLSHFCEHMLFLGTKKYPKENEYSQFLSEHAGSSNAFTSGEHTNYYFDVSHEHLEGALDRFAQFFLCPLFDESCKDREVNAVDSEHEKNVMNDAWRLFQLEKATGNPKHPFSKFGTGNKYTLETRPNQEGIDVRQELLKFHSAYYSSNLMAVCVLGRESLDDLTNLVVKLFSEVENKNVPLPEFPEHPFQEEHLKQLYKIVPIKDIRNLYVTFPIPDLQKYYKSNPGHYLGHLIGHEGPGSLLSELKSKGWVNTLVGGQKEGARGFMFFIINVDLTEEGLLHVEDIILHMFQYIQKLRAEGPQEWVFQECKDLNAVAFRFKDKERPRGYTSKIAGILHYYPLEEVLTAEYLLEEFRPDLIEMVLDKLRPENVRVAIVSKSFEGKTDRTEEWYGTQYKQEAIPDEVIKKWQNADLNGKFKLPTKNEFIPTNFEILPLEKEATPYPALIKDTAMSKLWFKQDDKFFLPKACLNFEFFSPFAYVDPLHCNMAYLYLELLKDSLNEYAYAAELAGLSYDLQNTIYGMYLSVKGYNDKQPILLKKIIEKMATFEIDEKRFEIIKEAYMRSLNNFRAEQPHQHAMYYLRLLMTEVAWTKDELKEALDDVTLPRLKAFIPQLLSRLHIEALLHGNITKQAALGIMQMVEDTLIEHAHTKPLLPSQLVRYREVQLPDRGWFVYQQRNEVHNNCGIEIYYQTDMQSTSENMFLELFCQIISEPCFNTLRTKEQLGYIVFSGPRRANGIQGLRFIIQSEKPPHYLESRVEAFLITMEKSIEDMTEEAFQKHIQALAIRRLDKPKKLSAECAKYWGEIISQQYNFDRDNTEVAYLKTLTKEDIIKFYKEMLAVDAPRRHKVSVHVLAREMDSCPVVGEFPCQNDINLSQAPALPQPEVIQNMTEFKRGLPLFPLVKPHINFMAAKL
# An asterisk follows results filed as active; nt = not tested or not shown.
1: CSc1ncc(CN2CCCC(C(=O)Nc3ccc(-c4ccco4)cc3)C2)cn1 (configuration not stated)
2: Cc1ccc(N(CC(O)CN(C)C)S(=O)(=O)c2ccccc2)cc1 (configuration not stated)
3: CCSc1nnc(NC(=O)COc2ccccc2[N+](=O)[O-])s1
4: COc1ccccc1-n1cnnc1SCC(=O)c1cc(C)n(Cc2cccs2)c1C
5: CCOC(=O)C1(CCOC)CCN(C(=O)c2ccc(CSC)o2)CC1
6: Cc1cc(CSc2ccccc2)ccc1NC(=O)c1ccc(Cl)c([N+](=O)[O-])c1
7: C(=N\Nc1ccccn1)/c1c[nH]c2ccccc12
8: CN(C)CCN(C(=O)c1ccc(S(=O)(=O)N(C)c2ccccc2)cc1)c1nc2ccc(Cl)cc2s1
9: O=C(Nc1cccnc1)c1cn(-c2ccccc2)nc1-c1cccs1
10: CN(Cc1ccccc1)C(=S)NC(=O)c1ccc(-c2ccccc2)cc1

assay / entry	1	2	3	4	5	6	7	8	9	10
M4 ag	9.0	0.3	0.2	2.6	1.9	0.5	2.1	2.8	21.1	-0.5
M4 antag	18.2	-5.7	-12.3	-2.5	7.1	-4.9	5.8	1.8	1.4	-20.6
CHRM5 PAM	-7.0	2.9	3.7	-4.0	-6.7	-5.1	7.1	-5.2	-3.5	-2.4
M5 ag	-1.0	-2.6	-1.4	0.8	0.1	-4.3	5.3	-4.0	5.3	-3.0
CRFBP-R2 agonist	0.0	1.0	-0.2	-2.2	-0.5	0.3	-1.8	0.6	1.4	2.4
CHRM5 antagonist	7.2	-5.6	11.4	1.7	15.5	-3.0	2.0	17.1	-0.4	-3.0
CRFBP-R2 block	-13.2	5.4	3.5	-6.8	2.2	4.8	-18.8	8.2	-13.2	9.6
CHRM4 PAM	-7.6	3.9	5.1	8.2	-4.4	1.8	-5.0	-2.5	-6.6	11.2
IDE cell inh	7.4	0.4	1.8	7.4	6.9	11.2	4.7	-4.4	4.5	3.7

11: O=C(O)COc1ccc(/C=N/NC(=O)/C(=C/C=C/c2ccccc2)NC(=O)c2ccccc2)cc1
12: Cn1c(=O)c2[nH]c(C3CC3)nc2n(C)c1=O
13: Cc1cccc(N2CCN(C(=O)c3ccc(Cl)c(S(=O)(=O)NCc4ccco4)c3)CC2)c1C
14: O=C(OCc1cc(=O)n2ccsc2n1)C1(c2ccc(Cl)cc2)CC1
15: Cc1nn(-c2ccccc2)c(N)c1Sc1cccc([N+](=O)[O-])c1
16: COc1ccc(-c2csc(N(CCCN(C)C)C(=O)c3ccc(C)cc3)n2)cc1
17: Cc1csc2nc(SCC(=O)Nc3ccccc3F)[nH]c(=O)c12
18: CC(=O)c1nn(-c2cccc(Br)c2)cc1C(=O)c1ccc(Br)cc1
19: O=C(N/N=C/c1ccc(Br)s1)c1cccc([N+](=O)[O-])c1
20: O=C(NC1CCCC1)C1=COCCO1

assay / entry	11	12	13	14	15	16	17	18	19	20
M4 ag	1.2	0.3	2.7	2.6	6.6	22.8	6.1	1.1	0.0	0.3
M4 antag	3.4	-9.7	1.4	-13.0	-10.6	49.0*	-2.6	10.4	11.9	-4.2
CHRM5 PAM	8.5	-2.3	1.3	-3.2	-11.3	7.5	1.8	-7.8	-5.7	0.6
M5 ag	1.4	0.0	-8.8	1.1	-4.7	-7.1	-0.7	0.5	-1.9	-1.4
CRFBP-R2 agonist	1.8	2.4	-0.7	-4.3	1.1	-1.3	-0.1	1.9	-1.0	0.9
CHRM5 antagonist	-7.2	5.8	0.3	-0.1	6.7	-7.4	0.0	8.2	9.7	-3.1
CRFBP-R2 block	-4.6	-23.6	-3.0	-4.9	20.7	-9.4	11.5	8.4	16.2	6.7
CHRM4 PAM	1.6	1.4	-5.3	5.0	-11.4	48.9*	-2.5	0.6	-10.2	-1.3
IDE cell inh	-0.3	nt	0.5	-1.7	5.2	0.3	2.7	3.9	-1.3	-3.7

# Of the compounds above, 2 have bromine.
18: CC(=O)c1nn(-c2cccc(Br)c2)cc1C(=O)c1ccc(Br)cc1
19: O=C(N/N=C/c1ccc(Br)s1)c1cccc([N+](=O)[O-])c1

assay / entry	18	19
M4 ag	1.1	0.0
M4 antag	10.4	11.9
CHRM5 PAM	-7.8	-5.7
M5 ag	0.5	-1.9
CRFBP-R2 agonist	1.9	-1.0
CHRM5 antagonist	8.2	9.7
CRFBP-R2 block	8.4	16.2
CHRM4 PAM	0.6	-10.2
IDE cell inh	3.9	-1.3

# Structural class: the compounds so far containing a furan ring, fused or not
1: CSc1ncc(CN2CCCC(C(=O)Nc3ccc(-c4ccco4)cc3)C2)cn1 (configuration not stated)
5: CCOC(=O)C1(CCOC)CCN(C(=O)c2ccc(CSC)o2)CC1
13: Cc1cccc(N2CCN(C(=O)c3ccc(Cl)c(S(=O)(=O)NCc4ccco4)c3)CC2)c1C

assay / entry	1	5	13
M4 ag	9.0	1.9	2.7
M4 antag	18.2	7.1	1.4
CHRM5 PAM	-7.0	-6.7	1.3
M5 ag	-1.0	0.1	-8.8
CRFBP-R2 agonist	0.0	-0.5	-0.7
CHRM5 antagonist	7.2	15.5	0.3
CRFBP-R2 block	-13.2	2.2	-3.0
CHRM4 PAM	-7.6	-4.4	-5.3
IDE cell inh	7.4	6.9	0.5

# Next section.
21: CNC(=O)c1ccc(-c2cc(C(F)(F)F)nn2C)s1
22: Cc1cc(C)n2nc(C(=O)OCC(=O)NC(=O)c3ccccc3)nc2n1
23: COc1ccc(S(=O)(=O)N2CCCCC2)cc1NC(=O)CCOc1cc(C)ccc1C
24: CCOc1cccc(C(=O)Nc2cc(C)ccc2NC(=O)c2ccco2)c1
25: C[C@@]12CC(=O)NC1N(C(=O)c1ccccc1)C(c1ccccc1OC(=O)c1ccccc1)C2 (some centres not stated)
26: CCCCn1c(=O)[nH]c(=O)c2c1nc(CN(C)Cc1cccc(OC)c1OC)n2CCC
27: Cc1cccc(Nc2ncnc(N)n2)c1
28: CN(C)S(=O)(=O)c1ccc(C(=O)NCc2ccccn2)cc1
29: Fc1ccc(CN(Cc2ccccc2)C(c2cccs2)c2nnnn2C2CCCCC2)cc1 (configuration not stated)
30: CCc1ccc(-c2nc(-c3ccncc3)no2)cc1

assay / entry	21	22	23	24	25	26	27	28	29	30
M4 ag	1.0	-0.5	0.9	6.9	3.5	9.9	1.0	0.7	0.0	-0.7
M4 antag	1.0	5.3	-20.1	5.0	1.0	-15.9	-8.0	5.5	-2.1	11.1
CHRM5 PAM	3.0	5.7	1.1	-12.9	7.5	-0.9	5.1	-4.1	2.6	3.1
M5 ag	2.4	-0.1	-0.7	-2.2	3.8	0.8	-3.1	-8.1	-1.7	-2.5
CRFBP-R2 agonist	0.8	-1.3	-0.5	-1.5	0.6	-4.1	1.2	-1.1	1.2	-0.3
CHRM5 antagonist	0.5	-1.9	-0.6	21.1	-9.6	4.7	-14.2	-1.8	-7.3	2.5
CRFBP-R2 block	-14.4	12.1	7.8	7.3	-11.6	4.1	-0.6	-3.2	4.6	-11.6
CHRM4 PAM	-7.3	5.8	11.5	-8.5	0.2	1.4	3.0	-4.4	-2.9	7.4
IDE cell inh	3.8	-5.3	-1.1	nt	-1.2	nt	6.8	3.7	-2.1	1.8

31: CCCCn1c(=O)c(CCC(=O)OCC(=O)NCc2ccc(OC)c(OC)c2)nc2ccccc21
32: Cc1ccccc1C(O)c1cccnc1 (configuration not stated)
33: CCN1CCN(C(=O)c2nn(-c3ccccc3)c(=O)c3ccccc23)CC1
34: O=C(O)/C=C/c1ccc2c(c1)OCCO2
35: COc1ccccc1CNC(=O)CN1C(=O)C(C)N(c2ccc(C)cc2)C1=O (configuration not stated)
36: Brc1cccc(CN2CCCCCCC2)c1
37: COCCNc1nc(NCc2ccccc2)c2cnn(C)c2n1
38: CCc1nnc(NC(=O)Cn2ccc(C(F)(F)F)n2)s1
39: CCC(C)(C)C(=O)Nc1ccc(C(N)=O)cc1
40: CCC(NC(=O)Nc1nccs1)(C(F)(F)F)C(F)(F)F

assay / entry	31	32	33	34	35	36	37	38	39	40
M4 ag	2.8	0.7	3.4	-0.3	1.7	-1.6	1.3	-0.4	-0.5	2.8
M4 antag	2.3	-10.1	6.6	8.9	-6.0	-11.3	-0.9	-8.2	4.2	10.1
CHRM5 PAM	-2.0	2.5	0.1	6.5	-9.1	-2.4	2.7	-3.0	-1.0	-10.9
M5 ag	-1.4	-1.1	1.6	1.1	-5.3	-6.7	1.9	-0.9	-1.8	1.3
CRFBP-R2 agonist	0.2	2.0	-1.5	-1.9	-0.5	-1.0	-0.5	-0.3	2.2	-0.6
CHRM5 antagonist	2.7	-0.4	-0.7	8.6	-2.9	-3.6	1.8	-2.6	8.1	7.3
CRFBP-R2 block	6.5	-27.1	14.2	7.3	6.2	-12.8	-5.3	25.6	-14.6	-1.5
CHRM4 PAM	-6.4	4.1	7.4	0.9	8.2	-3.6	-4.4	2.2	-0.8	1.8
IDE cell inh	6.1	2.3	2.3	-3.5	1.4	0.1	-0.1	1.5	1.7	3.3

41: NC(=O)COC(=O)c1cc(S(=O)(=O)N2CCN(c3ccccc3)CC2)ccc1Cl
42: CCCn1nc(C(=O)N2CCc3ccccc3C2)c2ccccc2c1=O
43: CCOc1ccc(Cc2nnc(SCC(N)=O)n2C)cc1
44: COc1ccc(CCN2CC(C(=O)NCc3nc(C)c(C)s3)CCC2=O)cc1 (configuration not stated)
45: COc1ccc(OC)c(C(=O)NC(CC(N)=O)c2ccc(N3CCN(c4ccc(F)cc4)CC3)c([N+](=O)[O-])c2)c1 (configuration not stated)
46: Cc1c(OCC(=O)NC2CCN(Cc3ccccc3)CC2)ccc2c3c(c(=O)oc12)CCC3
47: O=C1COC(c2ccccc2)C2CCCCN12 (configuration not stated)

assay / entry	41	42	43	44	45	46	47
M4 ag	1.6	-0.6	2.8	0.4	1.2	1.2	0.3
M4 antag	17.2	9.3	11.3	6.3	-3.8	-9.0	-1.0
CHRM5 PAM	-4.7	0.8	-3.0	0.2	9.0	-0.7	-2.5
M5 ag	4.8	-3.4	-0.8	-5.5	3.4	-6.0	1.5
CRFBP-R2 agonist	-0.2	3.0	-0.5	1.7	3.5	0.0	1.1
CHRM5 antagonist	-3.8	-9.9	5.1	16.4	10.2	5.3	2.6
CRFBP-R2 block	2.3	-19.6	-1.2	-22.0	19.0	-22.9	-13.4
CHRM4 PAM	-6.9	11.2	6.4	11.0	9.4	15.7	-6.4
IDE cell inh	0.1	0.2	1.0	-1.2	5.1	3.9	-0.3

# Compound activity as filed in PubChem BioAssay.
